Compound activity (PubChem)
CHRM1 agonist: agonists of human M1 muscarinic receptor; P11229; CHO-K1 hM1, Fluo-8 calcium fluorescence, agonist mode; 0% DMSO, 100% acetylcholine EC100; activation, % at 3 µM; 360,000 tested, 0.33% active;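 active = activation above the run's mean compound activation plus 3 SD, cut at about 16% in these data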;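 also: peak over basal fluorescence ratio within a 140 s kinetic read after compound addition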
V1R ag counter: V1a receptor agonism, counter-screen for OXTR agonists | CHO-V1R cells, Fluo-8 calcium fluorescence, agonist mode; 0% DMSO, 100% 3 nM vasopressin | 320,000 tested, 0.25% active | AID 2797 | activation, % at 3 µM;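 active = activation above the mean activation of all tested compounds plus 3 SD, per screening run, cut at about 20% in these data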;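 also: signal is peak over basal fluorescence ratio across a 100 second FLIPR read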
Target sequence (P37288 whole entry, looked up): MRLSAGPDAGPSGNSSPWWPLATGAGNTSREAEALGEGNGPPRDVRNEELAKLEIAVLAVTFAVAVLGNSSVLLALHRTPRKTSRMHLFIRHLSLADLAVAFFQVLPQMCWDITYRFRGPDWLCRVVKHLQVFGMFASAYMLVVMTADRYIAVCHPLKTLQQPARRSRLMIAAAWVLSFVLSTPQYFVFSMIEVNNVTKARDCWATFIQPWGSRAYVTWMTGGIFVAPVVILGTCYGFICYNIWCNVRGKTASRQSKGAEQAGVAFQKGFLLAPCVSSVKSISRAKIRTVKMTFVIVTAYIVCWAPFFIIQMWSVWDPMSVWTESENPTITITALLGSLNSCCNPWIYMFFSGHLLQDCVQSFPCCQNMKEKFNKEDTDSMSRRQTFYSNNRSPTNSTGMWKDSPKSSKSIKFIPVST
CHO parental Ca: counter-screen for OX1R antagonists: effect in parental CHO cells; 330,000 tested, 0.63% active; parental CHO-K1, ATP-induced calcium, Fluo-8 fluorescence; AID 463079; inhibition, % at 5.6 µM;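 active = inhibition above that plate's mean sample inhibition plus 3 SD, cut at about 26% in these data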;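 also: 0% = ATP-challenged DMSO wells and 100% = DMSO wells without ATP; some compounds past the cut are filed as inactive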
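Test system: untransfected parental CHO cell line. Compound: one dose, 5.6 µM nominal. Detection: intracellular calcium via Fluo-8 no-wash fluorescent dye. Measure: % inhibition. Benchmarks: ATP-challenged DMSO wells low, unchallenged DMSO wells high.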
TAAR1 agonist: agonists of human TAAR1 | Q96RJ0 | activation, % at 3 µM | 360,000 tested, 0.99% active | CHO RD-HGA16 TAAR1, Fluo-8 calcium fluorescence; vehicle wells 0%, saturating PEA agonist 100%;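 active = activation above the mean activation of all test compounds in the run plus 3 SD, cut at about 38% in these data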
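System: CHO-derived RD-HGA16 cells with stable Gα16 and human TAAR1 / Times: 17-24 h plating, Fluo-8 75 min 37 °C, 30 min RT / Technique: calcium-sensitive Fluo-8 signal, excitation 470-495, emission 515-575 nm / Measure: % activation relative to PEA EC100 response / Benchmarks: DMSO and PEA EC100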
OXTR ag: agonists of human oxytocin receptor; P30559; CHO-OTR cells, Fluo-8 calcium fluorescence; normalized: DMSO 0%, oxytocin 100%; activation, % at 3 µM; 320,000 tested, 0.32% active;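 active = activation above the mean of all tested compounds plus 3 SD, cutoff set per screening run, cut at about 20% in these data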;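 also: peak over basal fluorescence ratio from a 100 s FLIPR kinetic read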
Target sequence (P30559 whole entry, looked up): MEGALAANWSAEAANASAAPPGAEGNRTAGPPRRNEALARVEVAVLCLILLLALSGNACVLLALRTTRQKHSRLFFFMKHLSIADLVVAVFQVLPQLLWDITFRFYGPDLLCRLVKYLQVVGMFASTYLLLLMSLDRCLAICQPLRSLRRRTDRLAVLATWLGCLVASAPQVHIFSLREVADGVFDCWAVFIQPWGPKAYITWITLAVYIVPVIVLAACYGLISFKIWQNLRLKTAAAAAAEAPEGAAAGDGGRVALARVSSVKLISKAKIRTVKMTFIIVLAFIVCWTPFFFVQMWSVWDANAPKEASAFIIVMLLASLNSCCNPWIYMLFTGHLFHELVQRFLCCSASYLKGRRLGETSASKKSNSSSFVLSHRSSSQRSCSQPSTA
TAAR1 antagonist: human TAAR1 antagonism; CHO RD-HGA16 TAAR1, Fluo-8 calcium fluorescence, antagonist; inhibition, % at 3 µM; 360,000 tested, 1.5% active; AID 624466;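 active = inhibition above a per-plate cutoff, the mean inhibition of test compounds on that plate plus 3 SD, cut at about 49% in these data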;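 also: 0% = DMSO plus EC80 beta-PEA response and 100% = DMSO alone without agonist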
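System: CHO RD-HGA16 cells bearing hTAAR1. Reagent: EC80 β-phenethylamine stimulus. Schedule: seeding 17-24 h prior, 75-min 37 °C, 30-min RT dye loading. Signal: Fluo-8 intracellular calcium dye fluorescence, real-time kinetic reads. Read-out: % inhibition from peak post-agonist over basal fluorescence ratio. Benchmarks: vehicle wells and EC80 agonist wells. Replicates: n of 1.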
OXTR potentiate: human OXTR potentiation; P30559; CHO-OTR cells, Fluo-8 calcium fluorescence, potentiator mode; 0% = oxytocin EC15, 100% = EC100; activation, % at 3 µM; 320,000 tested, 0.061% active; AID 2445;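 active = activation above that plate's cutoff, the mean activation of tested compounds plus 3 SD, cut at about 6.6% in these data, passing the limit was not always enough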;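 also: 100% uses oxytocin at 75 nM as the full agonist control; some results filed as inactive read as strong as hits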
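Material: CHO-OTR cells, human receptor; compound dosing: single dose, 3.0 µM nominal final compound concentration; schedule: 6 min compound pre-incubation at room temperature, 100 s kinetic read; measured by: kinetic Fluo-8 calcium fluorescence; read-out basis: % activation vs EC15 and EC100 oxytocin; controls: EC15 oxytocin alone as 0%, 75 nM oxytocin as 100%; replicates: singlicate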
M1 antag: blocks human M1 muscarinic receptor; P11229; CHO-K1 hM1, Fluo-8 calcium fluorescence, ACh EC80 antagonist; inhibition, % at 3 µM; 360,000 tested, 1.3% active; AID 588852;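 active = percent inhibition above its own plate's cutoff, namely the mean of that plate's compound wells plus 3 SD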;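 also: peak over basal fluorescence ratio during 140 s after agonist addition; 0% = ACh EC80 plus DMSO and 100% = DMSO alone without agonist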
CHRM1 PAM: potentiates human M1 receptor response to acetylcholine; P11229; CHO-K1 hM1, Fluo-8 calcium fluorescence, ACh EC20; 0% = ACh EC20, 100% = maximal ACh; activation, % at 3 µM; 360,000 tested, 0.088% active; AID 588819; in the data active = activation above about 19%, passing the limit was not always enough
Starred values were filed as active, the others as inactive; / = no result given.

SMILES	CHRM1 agonist	V1R ag counter	CHO parental Ca	TAAR1 agonist	OXTR ag	TAAR1 antagonist	OXTR potentiate	M1 antag	CHRM1 PAM
Cc1cnc(CNC(=O)CC2C(=O)NCCN2Cc2cccc(F)c2F)cn1 (configuration not stated)	-0.7	0.0	-6.5	0.9	-0.4	-26.4	-12.2	19.0	-8.8
CC1CN(c2nn3c(=O)c4ccccc4nc3c3ccccc23)CC(C)O1 (configuration not stated)	-3.7	-1.2	-20.6	6.7	-2.1	2.3	-10.1	-0.1	1.6
CN1CCc2ccc(NC(=O)c3ccc(C(F)(F)F)cc3)cc2C1	-5.4	1.7	-9.6	2.4	1.1	20.1	-7.3	-11.3	3.9
CC(Oc1ccc(F)cc1)C(=O)Nc1cc(S(=O)(=O)N2CCCCC2)ccc1N1CCN(C)CC1 (configuration not stated)	-4.8	/	/	1.5	/	-5.0	/	-13.4	9.6
COC(=O)c1c(C)[nH]c(C(=O)OCC(=O)N(CC(C)C)c2c(N)n(Cc3ccccc3)c(=O)[nH]c2=O)c1C	-1.3	-0.6	-1.5	0.8	0.1	7.7	-9.0	-14.8	7.2
O=C(O)c1ccccc1C(=O)Nc1ccccc1NC(=O)c1ccccc1C(=O)O	-3.9	0.0	-16.4	2.9	-2.9	-28.2	-5.2	-1.6	9.1
CSc1ccccc1OCc1cc(C(=O)NCCCc2ccccc2)no1	-4.8	1.2	-8.4	3.5	-1.7	-2.1	-7.2	-14.9	-0.5
CC[C@H](C)[C@H](NC(N)=O)C(=O)Nc1ccc(NC(C)=O)cc1	-1.7	-0.1	2.7	-2.1	0.0	4.5	-2.5	-14.9	9.1
O=C1OC(OC2CCCCC2)(c2ccccc2)c2ccccc21 (configuration not stated)	-13.0	-0.9	-15.5	6.0	-1.5	11.9	-5.5	14.7	-17.1
O=S1(=O)CCC(NC(=S)SCCOc2ccccc2)C1 (configuration not stated)	-1.1	-1.4	4.8	10.4	-1.4	0.7	1.5	15.6	6.8
COCCNC(=O)[C@H]1C[C@@H]1[C@H](NP(=O)(c1ccccc1)c1ccccc1)c1ccccc1	-1.9	3.7	-23.6	/	0.1	/	-11.9	-3.1	2.2
O=c1c2ccccc2sc2ccc(Cl)cc12	-7.7	-0.8	-7.5	3.3	-2.3	-0.5	4.1	-6.9	11.4
O=c1[nH]c(-[n+]2ccc3ccccc3c2)c(/C=N/N=C(\[O-])c2ccccc2)s1	-3.4	9.1	6.9	0.1	4.9	-12.8	-4.3	-8.0	6.9
COC(=O)Cc1c(C)c2ccc(O)c(CNCc3ccc(OC)c(OC)c3)c2oc1=O	-4.1	/	/	4.1	/	-26.4	/	-11.8	8.5
O=C(C1CCCN(S(=O)(=O)c2cccc3cccnc23)C1)N1CCN(c2ccc(F)cc2)CC1 (configuration not stated)	-3.5	4.3	-24.5	6.8	-0.3	18.3	-3.6	-8.2	-0.5
Cc1cc(C)cc(-n2nnnc2SCC(=O)Nc2nc(-c3ccc(Cl)cc3)cs2)c1	0.2	0.7	-12.5	4.2	-0.6	6.0	-5.1	1.4	-2.7
c1ccc2c(NCC3CCCO3)nc(-c3ccncc3)nc2c1 (configuration not stated)	2.8	0.5	-2.4	7.3	-0.6	10.5	-8.8	-1.0	0.5
O=C(Cc1ccc(F)cc1)Nc1nccs1	-0.8	0.5	-6.1	9.8	0.4	4.1	-0.9	-11.3	7.5
COc1ccc(-c2noc(N3CCCC(C(=O)Nc4cc(F)ccc4F)C3)n2)cc1 (configuration not stated)	-4.2	-0.1	-3.6	2.5	-1.6	-22.1	-0.4	15.9	-9.1
Cc1c(Cl)cccc1N(Cc1ccc(C(=O)O)cc1)S(=O)(=O)c1ccccc1	0.4	4.1	-18.6	7.7	4.7	14.4	-9.4	-9.2	7.2
Cc1ccc(C)c(NC(=S)NCCCN2CCOCC2)c1	-7.4	0.5	-1.8	1.8	0.1	-17.9	-0.9	-15.4	10.3
CCOC(=O)C1CCCN(C(=O)c2ccc3c(c2)OCCO3)C1 (configuration not stated)	-5.0	/	/	-0.9	/	-9.3	/	0.2	2.0
CC1(C)Oc2ccc3ccc(=O)oc3c2/C(=C/N)C1=O	-1.6	-1.0	-3.7	0.5	-1.1	-3.9	-5.1	-6.5	6.6
Cc1nnc(SCC(=O)N2CCCC(N3CCN(c4ccc(F)cc4)CC3)C2)o1 (configuration not stated)	-5.3	0.0	-19.2	0.3	-0.5	-18.6	0.7	-4.4	4.9
NS(=O)(=O)c1cccnc1Nc1ccc(Cl)c(Cl)c1	0.5	5.8	-7.3	13.3	5.2	-5.3	-7.0	-23.0	3.0

(cont.)
SMILES	CHRM1 agonist	V1R ag counter	CHO parental Ca	TAAR1 agonist	OXTR ag	TAAR1 antagonist	OXTR potentiate	M1 antag	CHRM1 PAM
Cc1ccc2nc(/C(C#N)=C\c3ccc(OC(=O)c4cccs4)cc3)[nH]c2c1	21.8*	-0.1	-12.7	6.5	0.1	26.6	-2.8	-41.3	12.3
Cc1cc(S(=O)(=O)N2CCN(c3ccccn3)CC2)c(C)cc1Cl	-5.2	0.5	-15.8	-2.6	-1.6	-4.0	-7.2	-12.7	9.8
COc1cccc(Nc2ccccc2C(=O)O)c1	-1.9	1.3	-2.5	2.0	0.8	-11.8	-5.7	-0.3	3.9
COCCNS(=O)(=O)c1ccc2c(c1)C(=O)c1cc(S(=O)(=O)NCCOC)ccc1-2	-4.7	0.6	1.5	4.3	0.3	2.5	-3.1	5.3	8.2
O=C(c1cccc(C(F)(F)F)c1)N(c1ccccn1)C1CCCCC1	-8.9	-2.5	-16.8	7.5	-2.6	0.8	5.5	-2.2	4.0
O=C(Oc1ccccc1)N1CCOCC1	-2.0	0.9	-1.8	6.6	-0.1	-4.2	0.9	-7.9	6.8
Cc1nc(C(=O)NCCC(C)C)sc1C1(C)CC(c2cccc([N+](=O)[O-])c2)=NO1 (configuration not stated)	11.1	/	/	11.1	/	8.9	/	19.2	7.2
CCCn1c(N)c(C(=O)CSc2nc(C)nc3sc(C)c(C)c23)c(=O)[nH]c1=O	-4.1	1.8	2.5	4.9	-0.9	-5.1	-15.4	-4.3	3.9
CC1CCCC(NC(=O)CCNC(=O)c2ccc(Cl)cc2)C1C (configuration not stated)	-3.0	-1.6	-0.1	-0.1	-1.7	-11.2	-10.6	-13.8	10.3
Cc1cccc(-n2c(Cc3ccccc3)nnc2SCc2ccc([N+](=O)[O-])cc2)c1	-6.3	-0.1	-16.8	3.1	-1.5	24.8	-13.6	-12.6	7.9
CCn1nc([N+](=O)[O-])c(C(C#N)c2nc3ccccc3n2C)c(Cl)c1=O (configuration not stated)	-2.8	5.8	-25.2	6.0	0.5	-11.2	-6.6	-4.5	0.9
O=C(NC1CCCC1)C(c1ccncc1)N(Cc1ccccc1)C(=O)c1ccc(-c2ccccc2)[nH]1 (configuration not stated)	-6.6	0.0	-18.9	6.2	-0.8	-42.6	-8.4	-11.1	11.9
COC(=O)[C@H](CC(C)C)NC(=O)NCCCc1ccccc1	-6.3	0.1	-7.5	-1.2	-2.0	14.0	-0.8	9.8	-2.4
CCOC(=O)c1ccc2[nH]c(C)c(CCC(C)=O)c(=O)c2c1	-2.7	0.4	-7.5	11.9	0.0	-13.7	-9.3	-5.6	5.3
O=C(NCc1ccc(F)cc1)C1(c2cccs2)CCOCC1	-7.6	0.2	-13.0	1.3	-2.5	-21.8	-0.4	10.1	-1.7
CCOC(=O)CSc1nc2ccc(NC(C)=O)cc2s1	-2.3	0.0	-3.2	3.9	0.6	2.0	6.0	-7.5	6.4
O=c1c2sc3nc(N4CCOCC4)c4c(c3c2ncn1CCc1ccccc1)CCCC4	-3.1	-0.8	-18.1	0.6	0.8	11.4	-10.8	-9.1	0.8
c1ccc(Cc2nn3c(C4COc5ccccc5O4)nnc3s2)cc1 (configuration not stated)	-5.8	0.6	-16.0	3.5	-0.3	5.2	-8.1	2.2	-2.4
O=C(c1ccc(Cl)c(S(=O)(=O)NCc2ccco2)c1)N1CCN(c2ccccc2F)CC1	-1.4	2.5	-14.8	13.1	0.0	24.5	-3.2	-3.8	4.1
CCOC(=O)[C@@H](NC(=O)CC[C@H]1O[C@@H](n2cc(C)c(=O)[nH]c2=O)C[C@@H]1O)C(C)C	-3.5	/	/	1.0	/	-20.9	/	-6.1	5.1
Cc1ccc(C2CC(c3ccccc3C)n3nc(N)nc3N2)cc1 (configuration not stated)	-2.5	1.2	-5.3	10.5	0.7	-1.7	2.3	-8.1	-1.6
O=C(CNC(=O)C1CCCCC1)NCc1ccco1	0.6	0.2	-6.2	-0.7	0.5	13.2	-4.0	-9.2	17.6
Cc1ncc(CN2CCC(C(=O)Nc3ccc(Oc4cccnc4)cc3)CC2)cn1	-3.8	5.6	-21.5	1.8	0.1	-9.4	1.2	-6.1	5.1
Cc1ccc(Cc2c(-c3ccccc3)nc3ccc(Br)cn23)cc1	-9.2	/	/	0.6	/	-13.1	/	-2.2	-1.8
Cc1cc(C)nc(SC(C)C(=O)N/N=C/c2cccs2)n1 (configuration not stated)	-3.0	0.1	-2.9	10.6	0.3	-5.6	-2.2	-0.8	7.1

(cont.)
SMILES	CHRM1 agonist	V1R ag counter	CHO parental Ca	TAAR1 agonist	OXTR ag	TAAR1 antagonist	OXTR potentiate	M1 antag	CHRM1 PAM
CCN(CCn1cccn1)C(=O)CCc1nnc(Cc2c[nH]c3ccccc23)o1	-5.6	0.1	-15.0	-1.4	0.1	14.2	-12.8	3.2	-5.5
NC(=S)c1csc(CCNC(=O)c2ccccc2)n1	-3.4	/	/	1.9	/	-7.0	/	4.7	9.8
Cc1ccc(/C=C/C(=O)O)cc1S(=O)(=O)NCCO	1.0	1.6	-17.1	10.2	0.5	-10.4	-15.1	-14.8	12.4
Cc1cccc(CN2CCC(C(=O)Nc3cccc(-c4cccc(F)c4)c3)CC2)n1	-2.9	13.0	-20.5	10.4	4.9	4.6	-6.1	7.5	-4.5
CCOC(=O)c1ccc(COc2ccc(C(C)C)cc2)o1	-10.2	-0.9	-16.1	7.5	-2.0	-1.9	-2.8	-10.2	9.6
CCC(C)n1nccc1NC(=O)C(C)OC(=O)c1cc2ccccc2[nH]1 (configuration not stated)	-0.5	11.0	-15.1	6.9	6.8	19.1	-15.2	0.4	0.7
